Platelet DG rel – platelet dense granule release activity | human platelet-rich plasma, SFLLRN dense granule ATP release, luminescence | inhibition, %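 (compounds screened at 7.5 µM in platelet-rich plasma)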 | 300,000 tested, 0.22% active | AID 1663;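 active means mean replicate score, as percent of positive control, at or above 50; inconclusive means mean below 50 but at least one replicate at or above 50; inactive means mean and every replicate below 50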
HSP90 inh – inhibitors of HSP90 luciferase refolding in rabbit reticulocyte lysate. luciferase refolding luminescence, 3 h. inhibition, % at 5.6 µM. 290,000 tested, 0.91% active. AID 1789;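 active means inhibition above the screen-wide mean plus 3 SD, computed separately per campaign, cut at about 16% in these data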;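 further: 0% = DMSO wells and 100% = 60 µM geldanamycin wells; inhibitors lower the luminescence because luciferase stays unfolded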
GSK3A inh – blocks human GSK-3 alpha kinase; ADP-Glo luminescence, 60 min; inhibition, % at 10 µM; 320,000 tested, 0.1% active; AID 2650;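 in the data active means inhibition above about 50%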;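 further: GST-tagged GSK-3 alpha with peptide substrate and 25 µM ATP; 0% = DMSO neutral wells and 100% = GW8510 positive control wells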
Target sequence (P49840 whole entry, looked up): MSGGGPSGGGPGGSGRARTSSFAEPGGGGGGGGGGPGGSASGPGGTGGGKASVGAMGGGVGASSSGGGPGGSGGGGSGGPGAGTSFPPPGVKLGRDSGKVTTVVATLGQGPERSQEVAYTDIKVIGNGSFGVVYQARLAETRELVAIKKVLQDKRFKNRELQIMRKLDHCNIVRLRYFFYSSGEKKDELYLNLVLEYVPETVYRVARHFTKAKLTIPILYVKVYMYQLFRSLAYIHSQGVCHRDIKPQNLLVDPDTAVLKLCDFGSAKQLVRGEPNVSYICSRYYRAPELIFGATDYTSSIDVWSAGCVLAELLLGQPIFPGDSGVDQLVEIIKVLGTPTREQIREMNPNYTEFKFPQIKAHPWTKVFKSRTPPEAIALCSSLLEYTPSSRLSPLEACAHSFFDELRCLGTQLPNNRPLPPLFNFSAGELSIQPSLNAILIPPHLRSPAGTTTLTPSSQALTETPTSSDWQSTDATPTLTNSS
DYRK1A inh – blocks rat Dyrk1A kinase activity; ADP-Glo luminescence, NFATc1 peptide; inhibition, % at 12.5 µM; 310,000 tested, 0.43% active; in the data active means inhibition above about 50%;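 further: plate controls were vehicle with enzyme for no effect and no enzyme for full effect; many of its hits are not listed in these tables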
HSF1 activator – increases HSF-1 driven luciferase reporter signal; AID 504408; NIH3T3-HGL HSF-1 luciferase reporter, MG132, 8 h; 100% = twice DMSO control signal; 300,000 tested, 1.7% active; activation, % at 9 µM;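 active means mean replicate activation of at least 50% with a set share of replicates each reaching 50%; inconclusive means only one of those two conditions met; inactive means mean below 50% and too few replicates reaching it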;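 further: 0% = median of the neutral control wells and 100% = twice that signal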
GSK3B inh – inhibitors of human GSK3beta kinase; P49841; GST-GSK3beta kinase, ADP-Glo luminescence, 60 min; active compounds read low; activity score (negative = inhibition), % at 10 µM; 300,000 tested, 0.038% active;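 active means more than half of replicate wells score below -50%, meaning over 50% inhibition versus plate controls; inconclusive means some replicates but at most half score below -50%; inactive means no replicate scores below -50%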;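 further: 0% = median DMSO wells and -100% = median GW8510 positive control wells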
Target sequence (P49841 whole entry, looked up): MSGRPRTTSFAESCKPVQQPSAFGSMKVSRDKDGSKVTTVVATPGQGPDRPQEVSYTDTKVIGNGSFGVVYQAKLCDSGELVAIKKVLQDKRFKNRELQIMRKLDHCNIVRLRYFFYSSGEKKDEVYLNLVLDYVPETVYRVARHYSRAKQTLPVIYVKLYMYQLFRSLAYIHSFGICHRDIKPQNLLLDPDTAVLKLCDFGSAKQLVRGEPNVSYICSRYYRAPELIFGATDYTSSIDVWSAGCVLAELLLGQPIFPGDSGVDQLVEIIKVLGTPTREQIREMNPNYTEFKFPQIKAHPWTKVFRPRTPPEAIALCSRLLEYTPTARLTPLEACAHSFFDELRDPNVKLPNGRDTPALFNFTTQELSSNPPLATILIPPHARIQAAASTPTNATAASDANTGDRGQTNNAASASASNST
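Test system: GST-tagged human GSK3beta kinase, cell-free; evaluation: activity score scaled between in-plate DMSO and GW8510 controls; measured by: ADP-Glo luminescence; incubation: 60 min reaction, RT; benchmarks: DMSO and 20 µM GW8510; reagent: peptide substrate plus 25 µM ATP (final); medium: Tris/MgCl2 kinase buffer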
aSyn 5UTR inh – MLPCN primary screen, SNCA 5' untranslated region; AID 1813; alpha-synuclein 5'UTR reporter, inhibitor activity; 300,000 tested, 0.82% active; inhibition, % (tested at 7.5 µM); in the data active means inhibition above about 60%; inconclusive means no clear call, values can overlap the other calls;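 further: H4 neuroglioblastoma cells stably carrying SNCA 5'UTR luciferase fusion; 0% = DMSO wells and 100% = positive control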
HSF1 inh – HSF1 inhibition; NIH3T3-HGL HSE-luciferase, MG132-induced, luminescence 8 h; active compounds read low; activity change, negative = inhibition, % at 7.5 µM (by protocol); 300,000 tested, 0.77% active; AID 2098;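 active means more than half of replicate wells show activity change below -50%, luminescence cut by over half; inconclusive means some wells, but at most half, below -50%; inactive means no replicate well below -50%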;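 further: luciferase reports HSF-1 transcriptional activity via heat shock element; 0% = median of DMSO wells and -100% = zero luminescence signal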
IEC-6 tox – kills IEC-6 intestinal cells in KLF5 counter-screen. IEC-6 cytotoxicity, luminescence viability. inhibition, % at 5 µM. 290,000 tested, 0.78% active. AID 1825; in the data active means inhibition above about 22%;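 further: 0% = plate median of test compound wells and 100% = cytotoxic reference compound wells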
KLF5 inh – inhibitors of KLF5 expression; DLD-1 KLF5 promoter-luciferase reporter, luminescence; inhibition, % at 5 µM; 290,000 tested, 0.23% active; AID 1700;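 active means inhibition above a per-plate limit of that plate's mean compound inhibition plus 3 SD, cut at about 60% in these data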;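 further: 0% = DMSO wells and 100% = LY294002 at 200 µM; higher means less KLF5 promoter-driven luciferase light; inactives centre near -14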
The depositor's hits bear a star; ? = inconclusive; / = not tested or not shown; & = joins results of further samples.

SMILES	Platelet DG rel	HSP90 inh	GSK3A inh	DYRK1A inh	HSF1 activator	GSK3B inh	aSyn 5UTR inh	HSF1 inh	IEC-6 tox	KLF5 inh
COc1ccc(C(=O)NCCS(=O)(=O)NCc2ccc(F)cc2)cc1	-7	/	6	2	8	0	15	-2	/	/
COc1ccc(NS(=O)(=O)c2cc(NC(=O)c3ccc(C)s3)ccc2N2CCOCC2)cc1	2	3	-6	11	13	-2	0	9	-2	-6
O=C(NC1CCCN(Cc2ccc(Cl)cc2)C1)c1ccccc1-c1ncc[nH]1 (centres undefined)	-6	-1	/	-2	19	0	5	2	3	5
C=CCNC(=O)CC1C(=O)NCCN1Cc1c(F)cccc1Cl (centres undefined)	-1	2	-2	-5	-47	1	-28	-28	0	-13
Cc1ccsc1C(=O)NNC(=O)COc1ccccc1Cl	/	/	-4	1	4	0	-22	7	/	/
CCCCC/C=N/NC(=O)c1[nH]c2ccc([N+](=O)[O-])cc2c1C	3	0	0	7	9	-6	21	3	9	-2
COc1cccc(NC(=S)N(CCCN2CCOCC2)Cc2cn(C)c3ccccc23)c1	-22	0	0	3	13	1	-45	14	-4	-4
COc1ccc(CNC(=O)CN2C(=O)COc3ccc(S(=O)(=O)N4CCCC4)cc32)cc1	4	-1	2	2	-11	1	-14	2	-4	0
CCOC(=O)c1c(C)c(C(=O)NC2CCCCCC2)c(C)n1C	/	-2	/	2	/	/	/	/	-2	-21
COc1ccc2[nH]cc(CCNC(=O)C3CCCO3)c2c1 (centres undefined)	10	0	/	12	-1	2	5	-2	-2	-28
O=C(CN1CCCCC1)N1CCN(C(=O)CN2CCCCC2)CC1	1	-3	/	/	5	1	-19	-6	-2	-10
O=c1cc(CO)oc(CN2CCC(Cc3ccccc3)CC2)c1O	-12	-4	-1	-2	-3	3	6	-5	-3	-6
CCc1nnc(NC(=O)c2ccc(Cl)nc2)s1	8	1	-3	-4	7	1	-50	5	-3	-77
O=C(COC(=O)CNS(=O)(=O)c1cccc(Br)c1)NC(=O)Nc1ccc2c(c1)OCCO2	/	2	0	0	/	/	/	/	-2	-32
COc1ccc(N(CC(=O)NC(C)c2ccccc2)S(=O)(=O)c2c(C)noc2C)cc1 (centres undefined)	0	5	-1	7	-8	-4	32	4	8	1
Cc1ccc2c(c1)C(c1ccccc1)N(C(=O)CC(C)C)CC(=O)N2 (centres undefined)	-2	2	2	1	33	-16	-19	19	-4	-38
Cc1cc(NC(=O)c2noc3c2CCCC3)no1	-7	0	-1	-4	8	2	-107	5	8	-24
CCCn1c(SCc2ccon2)nc2ccccc2c1=O	-40	2	/	13	4	0	20	2	-4	-12
CCOc1nc(NCc2ccco2)nc(Nc2ccc(OC)cc2)n1	2	4	-1	5	7	-2	5	4	1	-38
COc1ccc(NC(=O)C2CCN(C(=O)c3ccco3)CC2)c(OC)c1	-5	-3	0	0	10	-1	14	-1	-1	-16
Cc1cc(-c2ccccc2)nn1-c1nc2c(c(=O)[nH]c(=O)n2C)n1C	13	2	1	5	13	-1	20	-9	3	8
Clc1ccccc1Nc1nc(-c2cccnc2)cs1	16	6	3	1	28	4	-185	12	9	-181
O=C(Cc1ccc(F)cc1)N(c1ccc(F)cc1)C1C=CS(=O)(=O)C1 (centres undefined)	-6	0	0	-5	-4	8	-3	1	4	-24
COc1ccc(NC(=O)N2CCC(NC(=O)c3ccco3)CC2)cc1	6	2	2	0	-9	-4	7	-2	2	-12
NC(N)=NS(=O)(=O)c1ccc(NC(=S)NC(=O)/C=C/c2cccs2)cc1	-1	-2	0	-7	-2	1	3	1	2	-14
O=C(c1cccc(N2CCNC2=O)c1)N1CCCC(Nc2cccc(F)c2)C1 (centres undefined)	12	1	-1	-6	13	3	-4	-5	-1	-13
COc1ccc(OCC(O)COc2ccc(OC)cc2)cc1	-23	1	-2	-2	5	2	9	-6	1	-32
Nn1c(SCC(=O)N2CCOCC2)nnc1C1CC1	-6	-1	0	-5	83*	0	-20	26	0	-15
O=C(CSc1ccc2nnc(CCNC(=O)c3ccccc3)n2n1)NC1CCCC1	8	-5	-2	3	-11	1	16	-1	-4	-29
COc1ccc(OC)c(NC(=O)c2cccnc2Sc2cc(C)ccc2C)c1	-3	-1	0	-1	-10	-1	6	0	-12	1
CN1CCN(NC(=O)/C=C/c2cccc([N+](=O)[O-])c2)CC1	3	3	-2	5	-1	-2	7	-7	0	-9
Cc1ccc(S(=O)(=O)N2CCCC(CCC(=O)NCc3ccccc3F)C2)s1 (centres undefined)	5	2	0	-9	4	1	-4	-2	-3	-6
C=CCC(C=C)S(=O)(=O)c1ccc(C)cc1 (centres undefined)	-2	-1	-3	-4	1	-2	-1	-8	2	-3
CCOC(=O)/C(=C\c1ccc([N+](=O)[O-])o1)NC(=O)c1ccccc1	-7	9	-2	-2	18	0	-45	13	-8	-7
COc1ccc(-n2ncc3c(NCC4CCCO4)ncnc32)cc1 (centres undefined)	-1	9	2	7	35	2	-140	3	2	-95
S=C(NCCc1ccccc1)NN=C1CCCCCC1	-2	-4	/	8	67*	2	-159	46	4	-7
O=C(COc1ccccc1Cl)Nn1cnnc1	0	-3	1	6	3	4	-9	0	-3	-17
CCOC(=O)c1cccc(S(=O)(=O)N2CCCC2)c1	-19	3	1	-6	-7	4	18	-8	7	-15
CCOc1cccc2cc(C(=O)NCCC3=CCCCC3)c(=O)oc12	-3	-1	0	0	11	-3	-95	3	-5	-18
O=C(NNc1nc2c(F)cccc2s1)c1ccccc1	17	4	0	-3	11	-1	-25	0	11	0

Individual results from above.
O=C(c1cccc(N2CCNC2=O)c1)N1CCCC(Nc2cccc(F)c2)C1 (centres undefined) @ KLF5 inh = -13
O=C(Cc1ccc(F)cc1)N(c1ccc(F)cc1)C1C=CS(=O)(=O)C1 (centres undefined) @ KLF5 inh = -24

Carrying on.
SMILES	Platelet DG rel	HSP90 inh	GSK3A inh	DYRK1A inh	HSF1 activator	GSK3B inh	aSyn 5UTR inh	HSF1 inh	IEC-6 tox	KLF5 inh
O=S(=O)(/C=C/c1cccc(Br)c1)N1CCOCC1	-7	-3	-1	2	6	1	-1	-5	2	-17
CCOC(=O)N1CCN(C(=O)c2ccc(Cn3c(=S)[nH]c4cc(C(=O)OC)ccc4c3=O)cc2)CC1	12	-1	1	4	7	-2	-57	1	4	-41
Cn1c(=O)c2c(nc(CN3CCCCC3)n2Cc2c(F)cccc2Cl)n(C)c1=O	/	5	-2	-1	/	/	/	/	-2	-29
COc1ccc(C2CC(=O)Nc3n[nH]c(-c4ccccc4)c32)cc1OC (centres undefined)	-1	3	7	/	11	1	7	10	1	8
CCOC(=O)c1[nH]c2c(c1C)C(=O)CC(c1ccc(N(C)C)cc1)C2 (centres undefined)	2	2	-2	5	-2	3	-105	-12	-2	-4
CCOC(=O)c1[nH]c2ccc(OC)cc2c1NC(=O)c1nonc1C	4	1	1	6	1	-6	6	-2	0	-21
Cc1cc(NC(=O)CSc2nc3ccc(Cl)cc3[nH]2)no1	-2	1	/	3	16	-5	-23	9	11	-27
O=C(COC(=O)c1ccccn1)Nc1cccc(Cl)c1Cl	-2	1	/	2	5	-1	9	-4	1	12
Cc1nnc(SCC(=O)N2CCN(Cc3ccccc3)CC2)s1	8	-2	-4	0	5	-1	25	-4	-5	3
O=C(NCc1cccs1)c1cccnc1SCCS(=O)(=O)c1ccc(C(F)(F)F)cn1	16	0	-1	/	29	-1	-6	10	0	-19
O=C(O)CC1S/C(=N/N=C/C=C/c2ccccc2)NC1=O (centres undefined)	0&-3	4&1	-5&-2	-1&-3	4&3	2&2	-7&-3	2&0	10&-2	-32&-12
Cc1nnc(NC(=O)CC(CN(C)S(=O)(=O)c2ccccc2)c2ccccc2)s1 (centres undefined)	-5	-1	2	0	0	4	19	0	1	-35
O=C(NC1=NCCS1)c1ccccc1OCc1ccccc1Cl	-2	3	1	13	41	-1	7	15	-2	-21
C/C(=N\NC(=O)C1COc2ccccc2O1)c1ccc(C)o1 (centres undefined)	3	-2	-1	1	-14	3	2	-1	2	-4
O=C(c1ccc2c(c1)OCCO2)C1CCN(C(=O)c2ccc(F)c(F)c2)CC1	-1	3	-3	-2	-8	0	33	-4	-4	3
COc1ccc(CC(=O)NCc2cn3ccsc3n2)cc1	-3	7	0	3	6	-1	1	-3	3	-4
CCN(CC)CC(=O)Nc1sc(C)cc1C(=O)c1ccccc1	4	-2	-3	-9	0	0	24	-4	-4	-16
Cc1cc(C)c(OCC(=O)OCC(=O)N2CCc3ccccc3C2)c(C)c1	18	/	0	-2	-7	1	1	-4	/	/
COc1cc(/C=C(/C#N)c2nc3ccccc3[nH]2)ccc1OCC(=O)Nc1ccccc1C	/	-2	-3	-1	/	/	/	/	-1	-3
CN(Cc1c(C(=O)N/N=C/c2ccccc2)nnn1-c1nonc1N)C1CCCCC1	-5	1	4	0	-14	1	-27	-3	-2	5
Cc1ccc(S(=O)(=O)NCc2cccnc2)cc1C	2	-1	-2	-3	10	1	5	-2	-1	-32
COC(=O)Nc1ccc2c(c1)ncn2C1CCCCC1	-4	-1	0	-17	-8	1	-27	-4	3	-3
COc1ccc(C2C3=C(N=C4SCC(=O)N42)c2ccccc2CC3)cc1OC (centres undefined)	9	0	1	-1	9	2	8	2	-3	-6
CCOc1cc(/C=N/O)ccc1OCC(=O)Nc1cccc(C)c1	18	-2	-2	-6	23	3	-14	1	6	13
CCOC(=O)c1c(NC(=O)c2ccc(C)cc2)sc2c1CC(C)(C)NC2(C)C	3	-1	1	/	-3	0	-17	-5	-4	-12
COc1ccccc1NC(=S)NCc1ccccn1	4	-1	/	1	46	1	-80	24	3	-10
OC(CNCC(c1ccco1)N1CCCCC1)c1ccccc1 (centres undefined)	1	1	-4	-2	28	2	-5	-2	-4	-24
COc1ccc(C(=O)N/C(=C\c2cn(C)c3ccccc23)C(=O)NCCN2CCOCC2)cc1OC	-1	-1	-2	-3	-6	-1	-10	-3	8	-11
COC(=O)c1cccc(NC(=O)CSc2ncn[nH]2)c1	/	-1	-5	2	/	/	/	/	-9	-22
Cc1cc2nc(N=C(N)N)nc(C)c2cc1C	/	1	/	5	/	/	/	/	15	21
Cc1ccc(C(=O)N/C(=C/c2ccco2)C(=O)NCCc2c[nH]c3ccccc23)cc1C	2	-2	0	14	/	2	-30	/	-2	-23
Cc1csc(=O)n1CC(=O)OCC(=O)c1c(N)n(CC(C)C)c(=O)n(C)c1=O	7	/	5	-18	-7	-3	5	-9	/	/
COc1ccc(N(C(=O)c2snc(C(N)=O)c2N)C(C(=O)NCc2ccccc2)c2ccc(O)cc2)cc1OC (centres undefined)	8	4	/	-2	-1	0	-1	0	3	3
Cc1ccc(N=C2NC(=O)CS2)cc1	3	3	-2	-9	?	2	-16	16	-1	-24

An excerpt; count on the stated rates, not on these rows.
